Integrin act MD: activates integrin-mediated alleviation for muscular dystrophy; alpha7betagal myoblasts, beta-gal FDG fluorescence, 48 h; Potency, µM (doses to about 38.3 µM), inactives show at the highest dose activation, most hits filed as activators; hit rate 0.064% among 350,000;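 also: potency is read from the fitted curve at half-maximal effect; 100% = response of the positive control SU9516; nearly all actives have a fitted effect of over 60% in size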
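alpha7betagal+/- myoblasts (passage 13, 250/well) treated 48 h at 37C with compounds at 1:260 dilution of DMSO stock. Lysed, then beta-galactosidase activity read as FDG fluorescence (ex 480/em 540) after 30 min, with pre-read for autofluorescence.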
TSHR antag: blocks TSH signaling through the human TSH receptor; hit rate 0.2% among 330,000; P16473; activity change, negative = inhibition, % at 11.5 µM; TSHR-expressing cells, TSH-stimulated cAMP HTRF, 2 h; stronger effect = lower value; AID 504810;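 active = activity change below a set negative limit, meaning inhibition stronger than a set level, cut at about -70% in these data; inconclusive = activity change between two set negative limits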; also: % is scaled to controls: 0 for no effect and ±100 for the full control effect
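Competitive HTRF cAMP read-out (cryptate anti-cAMP antibody, cAMP-d2; 30 min, room temperature) in freshly harvested TSHR cells. Compounds added before TSH at EC80 (4nM final), followed by 2 hours' incubation at 37 deg C.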
Eya2 phos inh: Eya2 (human) phosphatase inhibition; AID 488837; hit rate 0.006% among 330,000; O00167; recombinant Eya2, OMFP fluorescence dephosphorylation (OMFP is methylfluorescein phosphate); Potency, µM (highest dose often 76.9 µM), without a hit: at the top dose activity, negative = inhibition, usual class: inhibitors; also: potency is read from the fitted curve at half-maximal effect; % is scaled to controls: 0 for no effect and ±100 for the full control effect
Target sequence (O00167 whole entry, looked up): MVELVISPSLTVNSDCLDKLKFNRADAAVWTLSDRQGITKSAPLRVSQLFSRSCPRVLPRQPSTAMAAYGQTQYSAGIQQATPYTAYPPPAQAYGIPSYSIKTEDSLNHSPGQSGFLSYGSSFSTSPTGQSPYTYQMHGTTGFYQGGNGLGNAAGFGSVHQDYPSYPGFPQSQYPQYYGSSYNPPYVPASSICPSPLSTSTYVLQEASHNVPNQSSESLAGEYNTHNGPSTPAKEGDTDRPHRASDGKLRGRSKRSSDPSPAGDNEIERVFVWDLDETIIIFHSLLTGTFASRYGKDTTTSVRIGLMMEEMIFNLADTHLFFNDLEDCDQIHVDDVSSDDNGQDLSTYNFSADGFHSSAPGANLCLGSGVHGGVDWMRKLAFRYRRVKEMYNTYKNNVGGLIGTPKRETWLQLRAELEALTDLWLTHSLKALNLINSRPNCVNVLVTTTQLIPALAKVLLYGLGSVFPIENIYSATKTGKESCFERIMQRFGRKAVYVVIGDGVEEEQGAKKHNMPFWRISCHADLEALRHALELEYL
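Eya2 (0.2 uM) preincubated 10 min at ambient with compound, then OMFP substrate added at 50 uM; 10 min reaction in 50 mM HEPES pH 7.5, 50 mM NaCl, 5 uM MgCl2, 0.05% BSA, 1 mM DTT. Fluorescence read at Ex 485/Em 525 nm.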
PTAP TSG101 blk: blocks PTAP/TSG101 interaction to inhibit HIV-1 budding. Q99816. Fluorescence polarization, FITC-PTAP peptide / Tsg101 binding. Potency, µM (highest dose often 115 µM), for inactives: at the highest dose activity change, negative = inhibition, actives largely listed as inhibitors. 340,000 tested, under 10 active. AID 493005; active = well fitted inhibition curve with a large enough effect in the main read-out, with a control signal flat, not every such curve was filed as active; inconclusive = small, poorly fitted or top-dose-only effect, or effect the other way, or a change in a side signal; inactive = no such curve, though single readings can be large or run the other way; also: potency is read from the fitted curve at half-maximal effect; % of control where 0% means no effect
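FP read-out: FITC-PTAP peptide, 50 nM final, binding Tsg101 binding domain, 10 uM final; 20 min, r.t.; 10 mM HEPES pH 7.5, 0.15 M NaCl, 0.01% Tween 20, 3 mM EDTA, 0.1 mM TCEP.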
TCR activator: T cell receptor activation. AID 504894. primary human leukocytes, anti-CD3, IL-2 HTRF, 48 h. 330,000 tested, under 10 active. Potency, µM (highest dose often 9.22 µM), for inactives: at the top dose activation of IL-2 secretion, most hits filed as activators; also: % of control where 0% means no effect
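48 hr co-incubation of compounds, a-CD3 beads and primary human leukocytes; IL-2 quantified homogeneously by HTRF with anti-IL-2 K and d2 conjugates.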
BCR signal inh: chronic active BCR signaling inhibition. ABC-DLBCL IkBa-CBG/CBR reporter, luminescence ratio, 4 h. Potency, µM (series often up to 46.1 µM), for the others: at the highest dose ratio change, negative = lower green/red ratio, actives largely listed as inhibitors. hit rate 0.05% among 340,000; active = well fitted inhibition curve with a large enough effect in the signal ratio, with a control signal flat, not every such curve was filed as active; inconclusive = small, poorly fitted or top-dose-only effect, or effect the other way, or a change in a side signal; the % refers to the signal ratio;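 also: potency is read from the fitted curve at half-maximal effect; plate controls were basal doxycycline-induced cells for no effect and cells given 10 µM MG132 for full effect; MG132 reads +100%, hits lower the ratio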
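Cell line TMD8 (human ABC DLBCL), stably expressing tet-inducible CBG68-IkBa fusion and CBR; IMDM/0.5% FBS; cpd up to 46 uM; dox induction, 4 h, 37C/5% CO2; dual luminescence; green/red ratio; MG132 control.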
ELG1 DNA repair: inhibitors of ELG1-dependent DNA repair in HEK293T cells | HEK293T ELG1-luciferase reporter, luminescence, 16 h; DNA damage induced by 5-fluorouridine | Potency, µM (series often up to 46.1 µM), inactives show at the top dose activity change, negative = inhibition, actives largely listed as inhibitors | hit rate 2.3% among 330,000; also: potency is read from the fitted curve at half-maximal effect; % is scaled to controls: 0 for no effect and ±100 for the full control effect; nearly all actives have a fitted effect of over 55% in size
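Step one: seed 2,000 cells per well. Step two: pin-transfer compound or DMSO alongside 5-fluorouridine. Step three: incubate 16 hr, 37 °C, 5% CO2. Step four: add ONE-Glo, wait 30 min, read luminescence.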
Mito fusion yeast: inhibitors of mitochondrial division or activators of mitochondrial fusion; hit rate 0.23% among 320,000; Potency, µM (titrated, usually from 46.1 µM), without a hit: at the top dose growth rescue (activation), usual class: activators; S. cerevisiae fusion-defective mutant growth rescue, CellTiterGlo 48 h;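 also: potency is read from the fitted curve at half-maximal effect; % of control where 0% means no effect; nearly all actives have a fitted effect of over 45% in size; temperature-sensitive fusion mutants such as fzo1-1 at 37 °C on non-fermentable ethanol glycerol medium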
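Temperature-sensitive fusion-defective S. cerevisiae (e.g. fzo1-1, mgm1-5) were grown with compound in YPEG medium (3% ethanol, 3% glycerol) for 48 hours at 37C. Growth rescue was measured as viability by CellTiterGlo luminescence after 10 minutes at ambient.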
A-T KAP1 phos: potential ataxia-telangiectasia treatment. […] A-T fibroblasts, KAP-1 phosphorylation AlphaLISA; neocarzinostatin DNA damage 30 min before lysis. Potency, µM (highest dose often 57.5 µM), for the others: top-dose activation, most hits filed as activators. hit rate 0.19% among 320,000; also: potency is read from the fitted curve at half-maximal effect; % of control where 0% means no effect; nearly all actives have a fitted effect of over 45% in size
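ATM-like activity read as KAP-1 phosphorylation via AlphaLISA donor/acceptor antibody pairs after lysis and 6 hr at 25C. Cells were ATM-null patient fibroblasts ([…], hTERT), dosed 60 min, then exposed to the DSB inducer NCS for 30 min.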
Tb PFK inh: blocks T. brucei phosphofructokinase; O15648; T. brucei PFK, ADP-Glo luminescence; Potency, µM (highest dose often 57.5 µM), inactives show at the highest dose activity, negative = inhibition, actives largely listed as inhibitors; hit rate 0.17% among 330,000;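 also: potency is read from the fitted curve at half-maximal effect; 0% = uninhibited 1x PFK enzyme wells and -100% = no-enzyme wells; nearly all actives have a fitted effect of over 60% in size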
Target sequence (O15648 whole entry, looked up): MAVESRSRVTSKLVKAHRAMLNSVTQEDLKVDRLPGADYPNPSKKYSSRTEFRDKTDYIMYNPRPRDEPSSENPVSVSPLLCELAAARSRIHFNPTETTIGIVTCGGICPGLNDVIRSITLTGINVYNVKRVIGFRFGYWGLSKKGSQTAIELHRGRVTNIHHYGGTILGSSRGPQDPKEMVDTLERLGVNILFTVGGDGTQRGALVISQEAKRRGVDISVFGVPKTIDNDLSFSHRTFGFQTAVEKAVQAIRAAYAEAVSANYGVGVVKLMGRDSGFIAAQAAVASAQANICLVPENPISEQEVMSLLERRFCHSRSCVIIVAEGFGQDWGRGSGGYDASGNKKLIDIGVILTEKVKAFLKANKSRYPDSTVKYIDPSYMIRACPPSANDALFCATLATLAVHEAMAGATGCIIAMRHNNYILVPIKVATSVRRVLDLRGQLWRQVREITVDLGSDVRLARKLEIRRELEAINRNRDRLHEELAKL
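ADP-Glo luminescence quantified ADP after 45 min at room temperature, with 1.25 nM T. brucei PFK, 0.1 mM ATP and 0.5 mM fructose-6-phosphate in pH 8.0 TEA buffer. qHTS titrations up to 57 µM; curves classified by quality.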
S-ASM inh: inhibitors of human secretory acid sphingomyelinase; P17405; placental ASM, HMU-PC fluorogenic substrate, 60 min; Potency, µM (top dose mostly 57.5 µM), for inactives: at the top dose activity change, negative = inhibition, usual class: inhibitors; hit rate 0.006% among 340,000; AID 504937; also: potency is read from the fitted curve at half-maximal effect
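Steps: dispense placental human ASM, pin compound, wait 10 min at room temperature, add HMU-PC0 substrate at 9 uM final, incubate 60 min at 37 °C, add stop solution raising pH to 10, read fluorescence.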
Numbers without * were called inactive; ? = inconclusive; . = no result given; [ ] = dose if it differs, or a comment. Unless noted, calls follow the shape of the dose curve; as a rule, active = well fitted curve in the direction sought with a large enough effect; inconclusive = small, poorly fitted or top-dose-only effect, or another doubt; inactive = no such curve, though single readings can be large; an effect the other way counts as inactive or inconclusive.

Values run as follows: Integrin act MD | TSHR antag | Eya2 phos inh | PTAP TSG101 blk | TCR activator | BCR signal inh | ELG1 DNA repair | Mito fusion yeast | A-T KAP1 phos | Tb PFK inh | S-ASM inh
Cc1cc(C)cc(C(=O)Nc2cccc(NC(=O)c3ccco3)c2)c1
 : -16% | -3 | 2% | . | -24% | ? | ? | -7% | 1% | -13% | -5%
S=c1[nH]nc(-c2cccs2)n1/N=C/c1cn(-c2ccccc2)nc1-c1ccccc1
 : 1% | 13 | -12% | -2% | 5% | -16% | ? | -3% | -18% | 2% | -13%
O=C(NC1CCS(=O)(=O)C1)C1CCCC1 (stereo not given)
 : -15% | 1 | 17% | 1% | 3% | -4% | 3% | -1% | -1% | 9% | 1%
COC(=O)c1ccc(-n2c(CCC(=O)O)ccc2-c2ccc(C)cc2)cc1
 : -33% | -2 | -12% | -17% | -3% | 17% | 8% | 27% | -13% | 26% | -3%
CN(CCCNC(=O)COc1cc(=O)n(C)c2ccccc12)Cc1ccccc1
 : 14% | -2 | -4% | -2% | 8% | -10% | ? | 1% | 5% | 0% | 5%
COc1ccccc1NC(=O)c1ccc(NC2=NC3CS(=O)(=O)CC3S2)cc1 (stereo not given)
 : 1% | 8 | -13% | -1% | -1% | -5% | 8% | 2% | -9% | -9% | -6%
O=C(Nc1cccc(-c2ccccc2)c1)N1CCN(C(=O)Nc2cccc(-c3ccccc3)c2)CC1
 : 4% | -8 | 14% | -2% | 0% | 15% | 0% | 4% | -8% | -4% | 0%
CCOc1ccc(S(=O)(=O)Nc2ccccc2SC)c2cccnc12
 : -9% | -5 | 22% | -4% | -6% | -6% | -10% | 7% | 4% | -6% | 0%
COc1ccccc1C(C(=O)NCc1ccc(F)cc1)N(C(=O)c1csnn1)C1CC1 (stereo not given)
 : -21% | 0 | -6% | 0% | -7% | 0% | 3% | -9% | 2% | 2% | -1%
COc1ccc(C)cc1S(=O)(=O)Nc1cccc(Cl)c1Cl
 : 0% | -10 | 1% | -1% | 0%[46.1 µM] | 14% | 0% | 22% | 8% | -11% | -1%
COc1ccc(-c2nnn(CC(=O)N3CCN(c4ccccc4OC)CC3)n2)cc1
 : -1% | 14 | 1% | 0% | 1%[46.1 µM] | -18% | 23µM* | 14% | -4% | 1% | -3%
COc1ccc(CCNC(=O)COc2cccc3c2OC(C)(C)C3)cc1OC
 : -22% | -14 | 1% | -1% | -5% | -1% | -24% | -9% | -2% | 0% | 4%
CNC(=O)c1ncoc1-c1ccc(Cl)cc1
 : ? | -1 | 5% | 0% | -3% | ? | ? | 5% | 0% | -1% | 1%
C/C(=N\NS(=O)(=O)c1ccccc1)c1ccc2c(c1)OCCO2
 : -5% | 13 | 2% | -6% | 6%[46.1 µM] | -2% | 13% | -1% | 4% | 1% | 1%
CC1CCN(C(=O)CSc2nnc(CNC(=O)c3ccc(S(=O)(=O)N(C)C)cc3)o2)CC1
 : 18% | 0 | -2% | -1% | 9% | -1% | -19% | -2% | 6% | -1% | 3%
Cc1cc(C)nc(N(C#N)Cc2ccc(Cl)cc2)n1
 : -19% | -1 | 5% | 3% | 1% | -4% | -11% | 16% | -1%[11.5 µM] | -7% | 1%
Cc1nc2c(ccc3c([N+](=O)[O-])cccc32)c(C)c1C
 : 1% | 0 | 15% | 3% | 10% | ? | 12% | 5% | 6% | -2% | 0%
CCCc1cc(=O)[nH]c(SCC(=O)c2cc(C)n(CCOC)c2C)n1
 : 6% | -1 | -10% | -6% | . | -1% | -14% | 1% | -9% | 2% | 0%
O=C(N/N=C\c1ccc(CNS(=O)(=O)c2ccc(Cl)cc2)o1)C(=O)Nc1ccc(Oc2ccccc2)cc1
 : 18% | -5 | -1% | -2% | 1% | -1% | 7% | 0% | -4% | 5% | 4%
CCc1n[nH]c(=S)n1/N=C/c1cccc2ccccc12
 : 21% | -2 | 11% | 0% | 2% | ? | 7% | -14% | 1% | -12% | -2%
Cc1ccc(C(=O)N/C(=C\c2ccc(Cl)cc2)C(=O)NCCN2CCOCC2)cc1
 : 2% | -31 | 2% | -3% | -1% | 6% | 14% | 17% | 10% | -2% | 1%
CCC(C)(c1ccc(C=O)s1)c1ccc(C=O)s1
 : -1% | 3 | -18% | -6% | . | 7% | 3% | 3% | -3% | 0% | -1%
COc1ccc(S(=O)CC(=O)Nc2ccccc2Cl)cc1 (stereo not given)
 : 8% | -1 | 1% | -1% | 3% | -1% | 8% | 1% | -1% | -3% | -3%
CCC1=C(OC(=O)N(CC)CC)N2C(=O)OC(=NCC3CC3)[C@]2(C)[C@H]2C1=CC[C@H]1C(=O)N(CC)C(=O)[C@H]12
 : -6% | 6 | 1% | -7% | 1% | 1% | ? | 22% | 23% | 4% | 0%
O=C1N[C@@H](Cc2ccccc2)C(=O)N1CCN1CCOCC1
 : 3% | -5 | -7% | 4% | 2% | 22% | 0% | -5% | 1% | 2% | 4%
CC(=O)Nc1ccc(S(=O)(=O)Nc2c(C)n(C)n(-c3ccccc3)c2=O)cc1
 : 7% | 15 | 2% | -1% | -2% | ? | 7% | -2% | 1% | -4% | -1%
Clc1ccc(C2=CSC3=Nc4cccc5cccc(c45)N23)cc1
 : -25% | 28 | 3% | -4% | 0%[46.1 µM] | 3% | 7% | ? | 2% | -11% | ?
CCC12CC3CC(C1)CC(C(=O)NNC(N)=O)(C3)C2
 : -22% | -12 | -9% | 0% | 1% | -1% | ? | 3% | 16% | -1% | 3%
C=CCn1c(SCC(=O)c2cc(C)n(Cc3cccs3)c2C)nnc1-c1ccncc1
 : -20% | . | 14% | -1% | 7% | ? | 16µM* | 5% | -1% | -25% | 4%
O=C1Nc2ccc([N+](=O)[O-])cc2C1(O)N1CCCCCC1 (stereo not given)
 : 2% | 1 | -24% | -1% | 2% | -8% | 13% | 8% | 0% | 1% | 1%
CCSc1ncc(Cl)c(C(=O)Nc2ccc(S(=O)(=O)Nc3ncccn3)cc2)n1
 : -22% | -11 | -1% | -2% | -3% | 2% | ? | 1% | 13% | 0% | 3%
Cn1c(-c2ccccc2)cnc1NCc1ccc(F)cc1
 : -50%[inhibitor] | 13 | 0% | -7% | 3% | -14% | 2% | -1% | 4% | -5% | 5%
NC(=O)c1ccc[n+](CC(=O)NCc2ccc(Cl)cc2)c1
 : 0% | -3 | 12% | -3% | 0% | -2% | -8% | 4% | ? | -9% | -4%
N#C/C(=C(/O)c1ccc(C(=O)c2ccccc2)cc1)c1nc2ccccc2[nH]1
 : 6% | -1 | 0% | -3% | 1% | 3% | -2% | 2% | 5% | 4% | 0%
CCCc1cc(C(=O)Cc2ccccn2)c(O)cc1O
 : -1% | 1 | 13% | -3% | 15% | 3% | -9% | 2% | 6% | -4% | -9%
CC[n+]1c(/C=C/C=C/N(C(C)=O)c2ccccc2)sc2ccccc21
 : -62%[inhibitor] | 18 | 14% | ? | 11% | 0% | -13% | 2% | -5% | 3% | -18%
COc1ccccc1C(=O)NCCC(=O)NC(C)c1ccc(-n2ccnc2)cc1 (stereo not given)
 : 23% | 7 | 5% | 2% | -1% | 1% | 2% | -6% | 5% | 0% | 5%
Cc1ccc(CS(=O)(=O)CCC(=O)NCCC2=CCCCC2)cc1
 : -8% | -3 | 0% | -1% | 9% | ? | 9% | -3% | -1% | -5% | 3%
CC(C)n1c(NCc2ccc(Cl)cc2)nc2ccccc21
 : 10% | 2 | 0% | 0% | 7% | -9% | . | -4% | -6% | -4% | 0%
O=C(COc1ncnc2ccccc12)N1CCOCC1
 : 23% | -2 | 3%[15.4 µM] | 1% | 0% | -2% | 5% | 5% | 3% | -1% | 3%
O=C(NCCC(=O)N1CCCCC1)c1ccccc1Cl
 : -2% | -5 | -4% | -2% | 11% | 0% | 17% | -2% | 15% | 3% | 0%
COc1ccc(S(=O)(=O)NCCN2CCOCC2)cc1Br
 : 17% | 0 | 7% | -2% | 2% | 1% | 2% | -1% | 2% | -11% | 0%
